# Screens (PubChem)
# S3 lipid droplet: qHTS Assay for Lipid Storage Modulators in Drosophila S3 Cells | AID 2685 | lipid storage change, negative = inhibition, % at the top dose, mostly 46.1 µM; hits show Potency in µM | 0.64% of 320,000 active | Drosophila S3 cells, BODIPY lipid droplet fluorescence, 18-24 h; cells fed with added oleic acid; active means well fitted inhibition curve with a large enough effect in the signal ratio, with a control signal flat, not every such curve was filed as active; inconclusive means small, poorly fitted or top-dose-only effect, or effect the other way, or a change in a side signal; the % refers to the signal ratio
#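 Drosophila S3 cells got compounds at several concentrations plus oleic acid (400 uM solution). Laser-scanning cytometry with 488 nm excitation read lipid droplets at 500-530 nm and cells at 575-640 nm. Percent activity was relative to 20 uM Triacsin C.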
# S3 lipid droplet cell count max: recorded beside S3 lipid droplet, whose call it bears; cell number change, %; measured here: cell count max response;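 cells counted by Cell Tracker Red CMTPX staining in the red channel; peak over a dose series mostly up to 46.1 µM; percent activity relative to internal control wells on each plate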
# * = called active by the depositor; i = inactive; u = inconclusive; x = not tested or not shown. On the % scale 0 is the no-effect control and ±100 the full control effect; potency means the concentration at half of the fitted maximal effect. Some of the compounds tested; the hit share may differ from the screen's.
# A first look:
SMILES,S3 lipid droplet,S3 lipid droplet cell count max
COc1cccc(-c2nc(NC(C)C)c3ccccc3n2)c1O,-16%,x
CC12CCC(C(=O)N(NC(=O)c3ccc(O)cc3)C1=O)C2(C)C (centres undefined),-8%,-12

# The whole of this part, from the first entry:
SMILES,S3 lipid droplet,S3 lipid droplet cell count max
COc1cccc(-c2nc(NC(C)C)c3ccccc3n2)c1O,-16%,x
CC12CCC(C(=O)N(NC(=O)c3ccc(O)cc3)C1=O)C2(C)C (centres undefined),-8%,-12
CCC(CC)C(=O)N1CCN(Cc2nc3ccccc3c(=O)[nH]2)CC1,-13%,-4
CCOCCCNC(=O)C1CCC(CNS(=O)(=O)c2ccc(Cl)cc2)CC1 (centres undefined),u,x
COc1cc(NC(=O)C2CC2)c(OC)cc1NC(=O)CCC(=O)NC1CCN(Cc2ccccc2)CC1,u,x
ClC1(Cl)CC1Cn1cnc2ccccc21 (centres undefined),u,x
CCN(Cc1nc2ccccc2c(=O)[nH]1)C(=O)c1cc2c(s1)CCCCC2,u,x
CCCCOC(=O)c1ccc(NC(=O)C(=O)NCC2CCCO2)cc1 (centres undefined),u,x
COc1cccc(NC(=O)CN(C)C(=O)c2ccc(COc3ccccc3)cc2)c1,u,x
CCc1cc(=O)oc2c(C)c(OCC(=O)NCCN3CCOCC3)ccc12,u,x
CC(=O)c1c(N2CCN(C)CC2)nc(=S)n(Cc2ccccc2)c1C,-11%,-9
CCCCCC1CC(CC#CCN2CCOCC2)C(=O)O1 (centres undefined),11%,2
CC(C)CN1C(=O)/C(=C/c2ccco2)NC1=S,10%,6
O=C(CSc1ncn[nH]1)Nc1nnc(-c2ccccc2)s1,u,x
CCOc1cc(NC(=S)N2CCC(C(N)=O)CC2)c(C(=O)OC)cc1OCC,0%,7
CC(C)c1ccc(C2(O)C(=O)Nc3cc(Br)ccc32)c(O)c1 (centres undefined),u,x
c1ccc(COc2ccccc2CNC2CCCC2)cc1,3%,21
Cc1[nH]nc(SCC(=O)NCc2ccc(Cl)cc2)c1[N+](=O)[O-],6%,4
CCNS(=O)(=O)c1ccc(CCC(=O)N2CCN(C(=O)OCC)CC2)cc1,-8%,-9
COc1ccc(CNC(=O)/C=C/c2cc([N+](=O)[O-])ccc2OC(F)F)cc1OC,u,x
Cc1nn(C(C)C(=O)O)c(C)c1[N+](=O)[O-] (centres undefined),-18%,4
O=C(O)c1ccccc1-c1nc2ccccc2[nH]1,u,x
COC(=O)Cn1c(=NC(=O)c2ccc(OC)c(OC)c2)sc2cc(OC)ccc21,u,x
O=C(Nc1ccc(C(=O)NCc2ccc(F)cc2)cc1)C1=CSCCO1,u,x
O=C(/C(C=Nc1ccc(Br)cc1)=C(/O)c1ccco1)C(F)(F)F,-1%,-7
O=[N+]([O-])c1ccc(N2CCN(c3ccccc3F)CC2)nc1,9%,9
Cc1nc2cc(N3CCCCC3)c(NC(=O)c3cccnc3)cc2c(=O)n1Cc1ccccc1,u,x
COc1ccc(-c2ccc(CCC(=O)O)n2NC(N)=O)cc1,-9%,5
COC(=O)c1cc(C#N)c(NCc2ccc(Cl)cc2Cl)nc1C,6%,0
CSc1ccc(Cl)c(C(=O)NC2CCCC2)c1,0%,11
Cc1nnc(SCC(=O)N2CCc3ccccc3C2)s1,i,11
Cc1ccc2c(COn3nnc4ccc(S(=O)(=O)N(C)C)cc43)cc(=O)oc2c1C,i,x
CCC(=O)N(Cc1cc(=O)[nH]c2ccccc12)c1ccccc1,4%,8
Cc1c(C)c2ccc(O[C@@H]3O[C@H](CO)[C@@H](O)[C@H](O)[C@H]3O)c(C)c2oc1=O,9%,9
CCCNC(=O)C12CCC(C)(C(=O)C1Br)C2(C)C (centres undefined),-15%,-22
C/C(=N\NC(=O)c1cc(-c2ccc(C)s2)[nH]n1)c1ccco1,u,x
COc1ccccc1CCc1nnc(CCC(=O)NCC(C)Oc2cccnc2)o1 (centres undefined),0%,1
CCN(CC(=O)NC(=O)NC1CCCC1)Cc1ccccc1,u,x
O=C(Nc1ccc(C(=O)N2CCOCC2)cc1)c1cnn2c(C(F)F)cc(-c3ccccc3)nc12,13%,20
CCOc1ccccc1C(=O)Nc1cccc(-c2ccc3nncn3n2)c1,-4%,-1
C/C(=N/N=C/c1ccc(N(C)C)cc1)c1ccccc1,u,x
CCOC(=O)C1=C(C)N(c2ccc(C)cc2)C(=O)/C1=C\c1cccs1,u,x
O=C(CCCSc1nc2ccccc2[nH]1)NCc1ccccc1F,u,x
COc1ccc2c(C)cc(=O)oc2c1C,u,x
CCOC(=O)C1=C(COC(=O)/C=C/c2cccc(OC)c2OC)NC(=O)NC1C (centres undefined),i,x
N#Cc1cc(S(=O)(=O)c2ccccc2)c(N)[nH]c1=O,i,7
Cc1cc(Cl)c2oc(C(=O)NC(C)c3ccncn3)c(C)c2c1 (centres undefined),i,x
Cc1ccc(-c2cc(C(=O)N3CCN(C4CCS(=O)(=O)C4)CC3)c3ccccc3n2)cc1 (centres undefined),7%,3
Cc1ccc(Nc2cc(C)c(O)c(C)c2)cc1,u,x
CC(/C=N/Nc1nnc2c(n1)[nH]c1ccccc12)=C\c1ccco1,i,15
CSCCC(NC(=O)c1cccc([N+](=O)[O-])c1)C(=O)O (centres undefined),-7%,-2
Cc1cccc(-n2ncc3c(N4CCC5(CC4)OCCO5)ncnc32)c1,14%,17
CC(=O)Nc1ccc(SCC(=O)N(C)C2CCS(=O)(=O)C2)cc1 (centres undefined),u,x
COC(=O)c1ccc(-c2ccc(C(=O)N3CCCN(C)CC3)cc2)cc1,-2%,-5
CC1(C)NC(=O)N(CCCCOc2ccc(Cl)cc2)C1=O,u,x
O=C(NCCNS(=O)(=O)c1ccccc1Cl)c1cc(OCC(F)(F)F)ccc1OCC(F)(F)F,u,x
O=C(O)CCC(CNS(=O)(=O)c1ccccc1)C(F)(F)F (centres undefined),u,x
CC(=O)NCC(=O)N(C)C(C(=O)Nc1ccc2c(c1)OCCO2)c1ccccc1 (centres undefined),8%,-4
O=C(c1ccc([N+](=O)[O-])cc1)N1CCN(c2ncc(Br)cn2)CC1,i,10
Cc1c(NC(=O)Cc2ccccc2)cccc1C(=O)NN1C(=O)c2ccccc2C1=O,2%,-6

# Further results follow.
SMILES,S3 lipid droplet,S3 lipid droplet cell count max
O=C(Cn1cccc1C(=O)c1ccccc1)NCc1cccnc1,25%,-18
CN(C)C1(CNC(=O)Nc2ccccc2)CCCCC1,i,-5
CCOCCc1nnc(NC(=O)c2cc(OC)c(OC)c(OC)c2)s1,i,-2
CC1CCCC(C)N1C(=O)Cn1c(=O)sc2ccccc21 (centres undefined),u,x
CCOc1ccccc1-n1ccn(CC(=O)Nc2ccc(Br)cc2F)c(=O)c1=O,i,-6
Cc1cc(C)c2sc(NNC(=O)c3ccc(S(=O)(=O)N4CCc5ccccc5C4)cc3)nc2c1,-13%,-5
O=C(N/N=C/c1ccoc1)c1ccccc1,u,x
O=C(CSc1nnc(-c2cccnc2)n1Cc1ccccc1)NCc1ccco1,11%,2
COC(=O)c1cccc(S(=O)(=O)N(Cc2ccco2)Cc2cc3cc(OC)c(OC)cc3[nH]c2=O)c1,u,x
CCCCC1(C)OC(=O)C(=Cc2c[nH]c3ccccc23)C(=O)O1 (centres undefined),3%,-18
O=C(c1ccccc1)c1cc2ccc(O)cc2oc1=O,-17%,7
O=C(CSc1nc2ccc([N+](=O)[O-])cc2s1)c1ccc2ccccc2c1,8%,18
NS(=O)(=O)c1ccc(CCNC(=O)CCNS(=O)(=O)c2ccccc2C(F)(F)F)cc1,8%,7
Cc1cccc(/C=C2/SC(=O)N(Cc3ccccc3)C2=O)n1,u,x
O=C(CCCn1cc([N+](=O)[O-])cn1)N1CCCCC1,-3%,-3

# 16 entries from above in a different format.
canonical_smiles	S3 lipid droplet	S3 lipid droplet cell count max
COc1cccc(-c2nc(NC(C)C)c3ccccc3n2)c1O	-16%	x
CC12CCC(C(=O)N(NC(=O)c3ccc(O)cc3)C1=O)C2(C)C (centres undefined)	-8%	-12
CCC(CC)C(=O)N1CCN(Cc2nc3ccccc3c(=O)[nH]2)CC1	-13%	-4
CCOCCCNC(=O)C1CCC(CNS(=O)(=O)c2ccc(Cl)cc2)CC1 (centres undefined)	u	x
COc1cc(NC(=O)C2CC2)c(OC)cc1NC(=O)CCC(=O)NC1CCN(Cc2ccccc2)CC1	u	x
ClC1(Cl)CC1Cn1cnc2ccccc21 (centres undefined)	u	x
CCN(Cc1nc2ccccc2c(=O)[nH]1)C(=O)c1cc2c(s1)CCCCC2	u	x
CCCCOC(=O)c1ccc(NC(=O)C(=O)NCC2CCCO2)cc1 (centres undefined)	u	x
COc1cccc(NC(=O)CN(C)C(=O)c2ccc(COc3ccccc3)cc2)c1	u	x
CCc1cc(=O)oc2c(C)c(OCC(=O)NCCN3CCOCC3)ccc12	u	x
CC(=O)c1c(N2CCN(C)CC2)nc(=S)n(Cc2ccccc2)c1C	-11%	-9
CCCCCC1CC(CC#CCN2CCOCC2)C(=O)O1 (centres undefined)	11%	2
CC(C)CN1C(=O)/C(=C/c2ccco2)NC1=S	10%	6
O=C(CSc1ncn[nH]1)Nc1nnc(-c2ccccc2)s1	u	x
CCOc1cc(NC(=S)N2CCC(C(N)=O)CC2)c(C(=O)OC)cc1OCC	0%	7
CC(C)c1ccc(C2(O)C(=O)Nc3cc(Br)ccc32)c(O)c1 (centres undefined)	u	x

# (cont.)
SMILES,S3 lipid droplet,S3 lipid droplet cell count max
O=C(CN1C(=O)c2ccccc2C1=O)Nc1ccccc1F,u,x
Cc1cccc2cc(COC(=O)c3cccnc3)c(=O)[nH]c12,23%,-22
Cc1cccc2cc(C(c3nnnn3CC3CCCO3)N3CCCc4ccccc43)c(=O)[nH]c12 (centres undefined),u,x
Cc1ccc(O)c(-c2cc(-c3ccccc3F)[nH]n2)c1,u,x
CC(C)N(C)S(=O)(=O)c1ccc(NC(=O)CSC(=S)N2CCCC2)cc1,u,x
CCOc1ccc(OCC)c(NC(=O)CSCC(=O)O)c1,-7%,-10
COc1ccccc1NS(=O)(=O)c1ccc2c(c1)NC(=O)CC(=O)N2,i,-1
O=C(CN1C(=O)c2ccccc2S1(=O)=O)N1CCCCC1,-3%,-6
O=C(NC1(C(F)(F)F)N=C2SCCN2C1=O)c1ccccc1F (centres undefined),-4%,16
Cc1occc1-c1nnc(SCC(=O)Nc2ccc(F)cc2)n1C,u,x
COC(=O)c1ccc(NC(=O)C2CCCN2S(=O)(=O)c2ccc(F)cc2)cc1 (centres undefined),-6%,-13
CCN1CCN(CCCNC(=O)C(NC(=O)C2CCC(C)CC2)C(C)C)CC1 (centres undefined),1%,-17
COc1ccc(CNC(=O)/C=C/c2cc3c(cc2Br)OCO3)cc1,u,x
COCCN(C(=O)CCC(=O)Nc1cccnc1)C(C(=O)NC1CCCCC1)c1ccccc1 (centres undefined),21%,-3
COC(=O)c1c(-c2ccccc2)csc1NC(=O)C1CC=CCC1C(=O)O (centres undefined),u,x
CCOC(=O)C1CCCN(CC(=O)Nc2cc(C)cc(C)c2)C1 (centres undefined),u,x
Cc1cccc(OCCCC(=O)O)c1,-14%,2
NC(Cc1c[nH]c2ccc(OCc3ccccc3)cc12)C(=O)O (centres undefined),i,6
CN1CCN(/C(=N\O)c2nonc2N)CC1,u,x
COc1cccc(OCc2cc(C(=O)N(C)CCOc3ccc(C)cc3)no2)c1,u,x
CCNC(=O)CC1SC(=Nc2ccc(C)cc2)N(CC)C1=O (centres undefined),u,x
COc1cccc(N(C(=O)Cn2nnc(-c3ccc(C)o3)n2)C(C(=O)NC2CCCC2)c2ccncc2)c1 (centres undefined),u,x
Cc1nnc(SCC(=O)Nc2cc(Cl)ccc2Cl)n1CC1CCCO1 (centres undefined),u,x
O=C(c1ccccc1Cl)N1CCC(n2cccc2)CC1,u,x
COC(=O)C1=C(C)NC2=C(C(=O)c3ccccc32)C1c1ccc(-c2ccc(C(=O)O)cc2)o1 (centres undefined),i,x
CCCN(CCC)CCNC(=O)C1CCCN(S(=O)(=O)c2ccc3c(c2)oc(=O)n3C)C1 (centres undefined),u,x
CCN(CC)S(=O)(=O)c1ccc2[nH]c(=O)cc(C(=O)Nc3cccc(C(C)=O)c3)c2c1,-9%,26
CCOc1ccc(S(=O)(=O)NCCCN2CCOCC2)cc1,2%,3
CC1CCN(c2ccc3nnc(CCC(=O)N4CCCCC4)n3n2)CC1,u,x
Cc1ccc(C(=O)N2CCCC2)cc1S(=O)(=O)N1CCCCC1,u,x
Cc1ccc(NC(=O)COC(=O)CCc2ccc(S(=O)(=O)N3CCOCC3)cc2)c(C)c1,8%,17
Cc1cccc(OCc2n[nH]c(=S)o2)c1,2%,1
CCn1c(CNC(=O)c2ccccc2F)nnc1SCC(=O)NC1CCCCC1C (centres undefined),1%,11
Cc1c(Cl)cccc1Nc1ncccc1C(=O)OCC(O)CO (centres undefined),u,x
CCOC(=O)c1ccc(NC(=O)CN2C(=O)C3C4C=CC(C4)C3C2=O)cc1 (centres undefined),i,0
CCN(CCCNC(=O)Cn1ncc2c([nH]c3ccc(C)cc32)c1=O)Cc1ccccc1,u,x
O=C(c1ccc(N2CCCC2=O)cc1)N1CCN(c2ccccc2)CC1,u,x
Cc1ccnc2nc(C(=O)OCC(=O)Nc3ccccc3C(C)(C)C)nn12,u,x
CCCCn1c(=O)[nH]c(=O)c2c1nc(COC(=O)c1c(C)noc1C)n2CCC,u,x
Cc1ccc2c(c1)C(c1ccncc1)=NNC(c1ccccc1)=N2,8%,6
